Mito fusion yeast: inhibitors of mitochondrial division or activators of mitochondrial fusion | S. cerevisiae fusion-defective mutant growth rescue, CellTiterGlo 48 h | Potency, µM (series often up to 46.1 µM), for the others: top-dose growth rescue (activation), actives largely listed as activators | 320,000 tested, 0.23% active;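 further: potency means the concentration at half of the fitted maximal effect; % of control where 0% means no effect; nearly all actives have a fitted effect of over 45% in size; temperature-sensitive fusion mutants such as fzo1-1 at 37 °C on non-fermentable ethanol glycerol medium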
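Luminescent cell viability in 1536-well qHTS format served as the measure of rescued growth in ts fusion-mutant S. cerevisiae cultured on non-fermentable YPEG for 48 hours at 37C.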
PKM2 act: PKM2 (human) enzyme activation. purified PKM2, Kinase-Glo ATP luminescence, activation; response scale: 0% is enzyme alone, no compound. Potency, µM (highest dose often 57.5 µM), for inactives: top-dose activation, hits mostly activators. P14618. 260,000 tested, 0.34% active; further: potency means the concentration at half of the fitted maximal effect; on the % scale 0 is the no-effect control and ±100 the full control effect; nearly all actives have a fitted effect of over 55% in size
Target sequence (P14618 whole entry, looked up): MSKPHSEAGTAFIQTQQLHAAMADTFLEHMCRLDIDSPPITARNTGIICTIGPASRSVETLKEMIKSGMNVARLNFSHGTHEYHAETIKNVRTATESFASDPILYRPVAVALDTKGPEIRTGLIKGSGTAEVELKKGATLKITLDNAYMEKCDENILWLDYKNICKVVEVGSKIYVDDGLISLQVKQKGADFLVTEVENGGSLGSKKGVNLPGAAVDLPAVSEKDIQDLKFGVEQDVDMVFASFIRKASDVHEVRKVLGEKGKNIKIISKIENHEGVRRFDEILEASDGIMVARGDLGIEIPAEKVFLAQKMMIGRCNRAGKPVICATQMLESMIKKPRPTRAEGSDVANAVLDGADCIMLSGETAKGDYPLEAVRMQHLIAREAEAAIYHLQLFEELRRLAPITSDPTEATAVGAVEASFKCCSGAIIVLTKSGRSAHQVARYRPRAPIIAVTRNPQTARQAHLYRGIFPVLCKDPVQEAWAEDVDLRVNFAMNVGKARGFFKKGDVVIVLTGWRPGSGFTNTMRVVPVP
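hPK-M2, >95% pure; 0.1 mM ADP / 0.5 mM PEP final; imidazole pH7.2 buffer w/ 7 mM MgCl2, 50 mM KCl; 1 h RT; Kinase-Glo lum. Intermediate enzyme activity for dual inhibitor/activator qHTS.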
Menin MLL FP TR: menin-MLL binding inhibition, Texas Red mutant peptide; O00255; Menin + Texas Red MLL mutant peptide, fluorescence polarization; Potency, µM (series often up to 61.6 µM), without a hit: at the top dose FP activity change, negative = inhibition, usual class: inhibitors; 270,000 tested, 0.23% active; AID 1768; active means well fitted inhibition curve with a large enough effect in the polarisation, with a control signal flat, not every such curve was filed as active; inconclusive means small, poorly fitted or top-dose-only effect, or effect the other way, or a change in a side signal; inactive means no such curve, though single readings can be large or run the other way; the % refers to the polarisation; further: potency means the concentration at half of the fitted maximal effect; % of control where 0% means no effect; many of its hits are not listed in these tables
BCR signal inh: chronic active BCR signaling inhibition; 340,000 tested, 0.05% active; AID 493014; ABC-DLBCL IkBa-CBG/CBR reporter, luminescence ratio, 4 h; Potency, µM (titrated, usually from 46.1 µM), for inactives: at the highest dose ratio change, negative = lower green/red ratio, actives largely listed as inhibitors; active means well fitted inhibition curve with a large enough effect in the signal ratio, with a control signal flat, not every such curve was filed as active; inconclusive means small, poorly fitted or top-dose-only effect, or effect the other way, or a change in a side signal; the % refers to the signal ratio;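 further: potency means the concentration at half of the fitted maximal effect; plate controls were basal doxycycline-induced cells for no effect and cells given 10 µM MG132 for full effect; MG132 reads +100%, hits lower the ratio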
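Cell line TMD8 (human ABC DLBCL), stably expressing tet-inducible CBG68-IkBa fusion and CBR; IMDM/0.5% FBS; cpd up to 46 uM; dox induction, 4 h, 37C/5% CO2; dual luminescence; green/red ratio; MG132 control.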
TSHR antag: antagonists of human thyroid stimulating hormone receptor; activity change, negative = inhibition, % at 11.5 µM; 330,000 tested, 0.2% active; TSHR-expressing cells, TSH-stimulated cAMP HTRF, 2 h; hits give low values; AID 504810;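 active means activity change below a set negative limit, meaning inhibition stronger than a set level, cut at about -70% in these data; inconclusive means activity change between two set negative limits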; further: on the % scale 0 is the no-effect control and ±100 the full control effect
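Inhibition of cAMP made by TSHR-expressing cells under TSH stimulation (4nM final, EC80; 2 h, 37 deg C) is quantified with a one-step lysis HTRF kit, anti-cAMP cryptate versus cAMP-d2.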
hERG WT inh: blocks the wildtype human KCNH2 potassium channel; AID 720551; Q12809; 340,000 tested, 0.37% active; U2OS, BacMam KCNH2, thallium flux FluxOr; hits give low values; activity change, % at 1.84 µM;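 active means maximum activity change below -70%; inconclusive means maximum activity change between -70% and -50%; inactive means maximum activity change above -50%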; further: on the % scale 0 is the no-effect control and ±100 the full control effect
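U2OS cells transduced with wild-type KCNH2 virus are loaded with FluxOr dye for 45 min, and thallium flux is measured in kinetic reads before and after stimulation buffer. Rate constants are normalized to DMSO controls.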
S-ASM inh: human S-ASM enzyme inhibition; P17405; placental ASM, HMU-PC fluorogenic substrate, 60 min; Potency, µM (top dose mostly 57.5 µM), without a hit: top-dose activity change, negative = inhibition, most hits filed as inhibitors; 340,000 tested, 0.006% active; AID 504937; further: potency means the concentration at half of the fitted maximal effect
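Human placenta-derived ASM enzyme was preincubated with compound for 10 minutes at room temperature, then given fluorogenic substrate HMU-PC0 (9 uM final) for 60 minutes at 37 °C; a pH 10 stop preceded fluorescence reading at Ex 386/Em 447 nm.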
GALK inh: blocks human galactokinase activity | Purified GALK, Kinase-Glo residual ATP luminescence | Potency, µM (titrated, usually from 57.5 µM), without a hit: at the highest dose activity change, negative = inhibition, usual class: inhibitors | 270,000 tested, 0.007% active | P51570 | AID 1868; further: potency means the concentration at half of the fitted maximal effect; on the % scale 0 is the no-effect control and ±100 the full control effect
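The enzyme phosphorylates galactose (100 uM) using ATP (35 uM); inhibition is detected as higher residual ATP, quantified by bioluminescence after 1 h reaction at room temperature, pH 8.0.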
MBNL1 CUG block: MBNL1-poly(CUG) RNA binding inhibition; Q9NR56; TR-FRET MBNL1-His/biotin-(CUG)12 binding, 665/545 ratio; Potency, µM (highest dose often 57.5 µM), inactives show at the highest dose activity change, negative = inhibition, most hits filed as inhibitors; 280,000 tested, 0.036% active; active means well fitted inhibition curve with a large enough effect in the signal ratio, with a control signal flat, not every such curve was filed as active; inconclusive means small, poorly fitted or top-dose-only effect, or effect the other way, or a change in a side signal; inactive means no such curve, though single readings can be large or run the other way; the % refers to the signal ratio; further: potency means the concentration at half of the fitted maximal effect; on the % scale 0 is the no-effect control and ±100 the full control effect
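His-tagged MBNL1 binding to biotinylated (CUG)12 RNA was measured by TR-FRET using terbium anti-His antibody (0.055 ng/ul final) and streptavidin-XL665 (5 nM final). Compounds were titrated 92 nM to 58 uM; 60 min at room temperature.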
Eya2 inh: blocks the phosphatase activity of human Eya2; recombinant Eya2, OMFP fluorescence dephosphorylation (OMFP is methylfluorescein phosphate); 330,000 tested, 0.006% active; O00167; Potency, µM (top dose mostly 76.9 µM), for inactives: at the top dose activity, negative = inhibition, usual class: inhibitors; further: potency means the concentration at half of the fitted maximal effect; on the % scale 0 is the no-effect control and ±100 the full control effect
Target sequence (O00167 whole entry, looked up): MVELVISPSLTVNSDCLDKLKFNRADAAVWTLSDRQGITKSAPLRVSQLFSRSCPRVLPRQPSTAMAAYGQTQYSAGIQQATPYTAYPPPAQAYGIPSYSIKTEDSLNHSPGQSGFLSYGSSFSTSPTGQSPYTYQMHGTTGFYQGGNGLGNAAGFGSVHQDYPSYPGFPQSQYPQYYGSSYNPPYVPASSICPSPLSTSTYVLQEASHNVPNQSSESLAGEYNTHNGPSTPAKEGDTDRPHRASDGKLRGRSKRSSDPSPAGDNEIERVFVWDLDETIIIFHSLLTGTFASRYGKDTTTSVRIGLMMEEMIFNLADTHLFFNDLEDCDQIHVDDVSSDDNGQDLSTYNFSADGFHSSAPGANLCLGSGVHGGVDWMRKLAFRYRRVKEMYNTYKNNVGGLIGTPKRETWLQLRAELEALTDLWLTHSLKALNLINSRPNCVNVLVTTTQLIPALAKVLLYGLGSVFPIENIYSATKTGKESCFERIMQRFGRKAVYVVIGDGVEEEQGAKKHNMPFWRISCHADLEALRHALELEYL
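Eya2 (0.2 uM) preincubated 10 min at ambient with compound, then OMFP substrate added at 50 uM; 10 min reaction in 50 mM HEPES pH 7.5, 50 mM NaCl, 5 uM MgCl2, 0.05% BSA, 1 mM DTT. Fluorescence read at Ex 485/Em 525 nm.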
USP2a inh: USP2a (human) protease inhibition; O75604; USP2 core, Ub-CHOP2 coupled fluorogenic reporter, 485/531; Potency, µM (series often up to 38.3 µM), inactives show at the top dose activity change, negative = inhibition, most hits filed as inhibitors; 330,000 tested, 0.01% active; AID 463254;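 further: potency means the concentration at half of the fitted maximal effect; plate controls were DMSO wells for no effect and full inhibition by NEM control for full effect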
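USP2 core (10nM final) preincubated 30min RT with compound in 20mM Tris-HCl pH 8.0, 2mM CaCl2, 2mM beta-mercaptoethanol, 0.05% CHAPS; 25nM Ub-CHOP2 plus 25nM reporter substrate added, fluorescence (Ex485/Em531) read after 60min.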
Starred values were filed as active, the others as inactive; i = inactive; u = inconclusive; x = no result given; & = joins results of further samples; [ ] = remark or other dose. Unless noted, the call rests on the fitted dose curve; in most records, active means well fitted curve in the direction sought with a large enough effect; inconclusive means small, poorly fitted or top-dose-only effect, or another doubt; inactive means no such curve, though single readings can be large; an effect the other way counts as inactive or inconclusive. The list is partial; count on the stated rates, not on these rows.

SMILES	Mito fusion yeast	PKM2 act	Menin MLL FP TR	BCR signal inh	TSHR antag	hERG WT inh	S-ASM inh	GALK inh	MBNL1 CUG block	Eya2 inh	USP2a inh
Cc1ccc(NC(=O)NC2CC(=O)N(c3ccc4c(c3)OCCO4)C2)cc1F (stereo not drawn)	-4%	x	x	-12%	6	-1	-2%	x	x	-37%	-2%
CCC(C)C1C(C#N)=C(N)Oc2n[nH]c(C)c21 (stereo not drawn)	1%	3%	-8%	u	-6	-8	4%	-1%	2%	-13%	-1%
O=C(c1ccc(Cl)s1)N1CCN(c2ccccc2)CC1	9%	-10%	-19%	-21%	7	0	1%	-2%	u	-14%	1%
Cc1occc(=O)c1OC(=O)Nc1ccccc1	-2%	-2%	2%	-11%	6	-2	-1%	0%	-1%	-15%	2%
O=C(NNC(=O)C12CC3CC(CC(C3)C1)C2)c1cccc([N+](=O)[O-])c1	5%	x	3%	0%	-9	-1	1%	-2%	u	-28%	-8%
COc1ccc(C2=NOC(C(=O)N(C)Cc3ccccc3)C2)cc1 (stereo not drawn)	0%	-4%	-15%	u	-9	16	0%	-1%	-2%	-5%	2%
CCOc1ccc(NC(=S)N=Nc2c(O)[nH]c3ccccc23)cc1	-3%	-1%	u	u	-2	-1	u	2%	22%	9%	-9%
COc1cccc(COc2ccc3c(C)cc(=O)oc3c2)c1	u	x	u	u	1	-1	-1%	x	-1%	-1%	5%
CCOC(=O)/C(=N\Nc1ccccc1)S(=O)(=O)c1ccccc1	-5%	-3%	0%	7%	2	6	-2%	3%	u	-14%	-5%
CCCCSc1nnc(-c2ccc(NC(=O)CC)cc2)n1C	2%	-6%	-1%	-3%	10	0	-1%	2%	-26%	-17%	-3%
Cc1ccc(C(=O)Nc2ccc(OCc3ccccc3)cc2)s1	0%	x	u	0%	2	1	3%	2%	-5%	-18%	-1%
COc1ccc(S(=O)(=O)N2CCCCC2)cc1NC(=O)c1ccc(CS(C)(=O)=O)cc1	1%	x	x	-1%	7	-20	-7%	x	x	-23%	-4%
CCOc1cc(C(=S)N2CCCC2)ccc1OC(=O)Cc1ccc(F)cc1	-6%	8%	-12%	-2%	22	x	-1%	0%	-4%	-13%	-3%
Cc1ccc(CC(=O)Nc2nc3c(s2)CCCC3)cc1	-1%	-2%	2%	u	-1	-7	-2%	-2%	-3%	11%	3%
COc1ccccc1NC(=O)CCSc1nnc(-c2ccc(O)cc2)o1	26%	x	3%	24%	-10	-3	-2%	10%	-1%	0%	1%
O=C(O)c1cccc(-c2ccc3c(c2)OCO3)c1	1%	0%	0%	u	-14	8	4%	-1%	-7%	7%	0%
Cc1ccc(-n2nc3c(=O)n(CC(=O)NCc4ccc(C)o4)nc(C)c3c2C)cc1	3%	x	-1%	0%	8	-2	2%	-7%	1%	5%	3%
CCn1cc(C(=O)NCC2CCCO2)c(=O)c2cc(S(=O)(=O)N3CCCCC3)ccc21 (stereo not drawn)	2%	-9%	-25%	u	-15	14	-3%	-2%	2%	-7%	1%
CCCCN1C(=O)C(O)(CC(=O)c2c(C)coc2C)c2ccccc21 (stereo not drawn)	11%	1%	u	-2%	-5	x	2%	10%	-3%	-10%	-1%
CSc1nc2ccc(Br)cc2[nH]1	u	2%	18%	u	2	1	2%	7%	-10%	-1%	3%
c1ccc2[nH]c(-c3ccncc3)nc2c1	-17%&-3%	-28%&-9%	-1%	5%&0%	17&0	-5	1%	-1%&1%	-9%&-3%	-1%&1%	5%&-1%
COc1ccc(C2/C(=C(\O)c3ccc4c(c3)OCCO4)C(=O)C(=O)N2CCCn2ccnc2)cc1 (stereo not drawn)	-1%	x	x	1%	6	1	28%	7%	14%	9%	1%
O=C1CC(NNc2ccccc2)C(=O)N1c1ccc(N2CCCCC2)cc1 (stereo not drawn)	0%	9%	u	-1%	10	-6	-5%	1%	u	2%	0%
COc1ccc2nc(NC(=O)c3ccccc3F)sc2c1	-7%	-5%[11.5 µM]	-30%	u	-15	2	0%	8%	19%	-8%	2%
CCCCn1c(N)c(N(CCOC)C(=O)CCNC(=O)c2ccc(Br)cc2)c(=O)[nH]c1=O	0%	x	x	u	-5	-14	13%	x	x	6%	0%
COc1ccccc1CCC(=O)Nc1ccc(OC)c(S(=O)(=O)N2CCCCC2)c1	4%	x	x	-1%	-11	3	-1%	x	x	-1%	-1%
C=C(c1ccccc1)c1ccccc1N	-6%	x	x	-1%	-4	20	1%	x	x	-16%	0%
CN(C)c1ccc(/C=C2\CCC/C(=C\c3ccccc3)C2=O)cc1	-2%	-1%	u	4%	-17	-2	-7%	-2%	5%	2%	4%
O=C(Nc1c(F)cccc1F)c1ccc(-n2cncn2)nc1	-2%	-1%	-15%	u	0	3	-1%	-1%	-7%	3%	2%
O=C(CNC(=O)c1ccccc1)NCc1nc2ccccc2[nH]1	-8%	x	x	0%	5	6	4%	x	x	-25%	4%
CCN(CC)CCCNC(=O)Cn1cnc2sc(C)c(S(=O)(=O)N3CCN(c4ncccn4)CC3)c2c1=O	3%	0%	-2%	3%	0	-1	4%	8%	-2%	0%	5%
Cn1cnnc1SCC(=O)Nc1ccc(Oc2ccccc2)cc1	-3%	x	x	u	0	-2	3%	3%	-8%	12%	0%
COc1ccc(-c2nc(CS(=O)(=O)CC(=O)NCc3ccccc3OC)c(C)o2)cc1	-3%	-1%	-23%	-11%	15	4	-6%	7%	2%	2%	-1%
Nc1c(C(=O)Nc2nccs2)sc2nc(-c3cccs3)cc(C(F)(F)F)c12	1%	6%	u	u	-11	-2	5%	-2%	1%	14%	24%
Cc1ccc(NC(NC(=O)c2cccs2)C(Cl)(Cl)Cl)cc1 (stereo not drawn)	5%	2%	u	4%	15	6	-8%	-4%	1%	-1%	0%
CCC(C)(C)NC(=O)C(c1ccccc1)N(C(=O)c1csnn1)C1CC1 (stereo not drawn)	2%	-15%	3%	-6%	23	0	3%	-3%	-18%	-15%	1%
Cc1cnc(NC(=O)CC(C)c2ccccc2)s1 (stereo not drawn)	1%	x	0%	4%	-4	0	-3%	x	-4%	1%	0%
COc1ccc([C@@H]2[C@@H]3C(=O)N(C(C)(C)C)C(=O)[C@@H]3[C@]3(C)C(=O)N(c4ccc(C(F)(F)F)cc4)C(=O)N23)cc1	6%	1%	16%	21%	-8	-15	2%	x	4%	0%	-1%
O=c1c2ccccc2nc(SCCN2CCOCC2)n1CCc1ccccc1	12%	2%	-4%	7%	-5	i	-2%	-2%	-7%	0%	-2%
Cc1c(C(=O)Nc2ccc(Cc3ccncc3)cc2)cccc1[N+](=O)[O-]	-2%	-5%	5%	4%	-8	1	1%	-2%	u	-2%	0%
CCCCOC(=O)C1CN(c2ccccc2)N=C1C(=O)OCC (stereo not drawn)	-3%	3%	-7%	9%	-6	5	168%[activator]	0%	u	-13%	2%
CCC(=O)c1ccc(OCC(=O)OCC(=O)N2CCc3ccccc3C2)cc1	0%	x	x	-3%	-19	0	1%	x	x	-24%	0%
O=C(NCCC(=O)N1CCC2(CC1)NCCc1[nH]cnc12)c1ccc(F)c(F)c1	-12%	x	x	-1%	-4	-27	-5%	4%	-1%	2%	5%
Fc1cccc(Nc2ncnc3c2cnn3-c2ccccc2)c1	17%	-1%	x	u	-16	-17	-7%	-5%	4%	-16%	-1%
CC(=O)N1c2ccc(S(=O)(=O)NCCC(=O)NC3CCCC(C)C3C)cc2CC1C (stereo not drawn)	0%	x	x	6%	53	2	1%	-4%	-1%	-10%	1%

Compound activity as filed in PubChem BioAssay.
